Bioassay records as filed in PubChem.
MrgX1 antag – human MrgX1 receptor antagonism, primary screen. AID 588676. 310,000 compounds, 1.3% hits. MRGX1-HEK293 calcium flux, Fluo-4, BAM8-22 antagonism; stronger effect = lower value. Q96LB2. B-score at 10 µM;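 active = calcium-response B-score plate-corrected more than 3 library SD below zero, starting fluorescence within 5 deviations, no agonist response on first addition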;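 note: peak minus trough fluorescence over baseline after final BAM8-22 challenge near maximal dose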
Target sequence (Q96LB2 whole entry, looked up): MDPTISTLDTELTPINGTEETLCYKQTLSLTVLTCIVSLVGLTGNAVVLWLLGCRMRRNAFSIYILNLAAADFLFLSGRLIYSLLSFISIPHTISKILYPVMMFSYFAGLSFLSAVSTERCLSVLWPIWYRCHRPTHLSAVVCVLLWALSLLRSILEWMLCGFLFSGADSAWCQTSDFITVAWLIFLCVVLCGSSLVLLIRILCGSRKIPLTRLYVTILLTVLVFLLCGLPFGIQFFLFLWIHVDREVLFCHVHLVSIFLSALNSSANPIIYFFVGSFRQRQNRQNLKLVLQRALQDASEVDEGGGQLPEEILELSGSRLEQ
TRPC4 potent – TRPC4 (mouse) allosteric potentiation; Q9QUQ5; AID 2227; 310,000 compounds, 0.42% hits; B-score at 10 µM; HEK293 TRPC4beta/mu-opioid, DAMGO EC20, Fluo-4 Ca2+ flux; stronger effect = higher value;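 active = B-score of calcium response area above 5 SD of library B-scores, with initial fluorescence ratio within 5 SD of library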;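 note: B-score of integrated fluorescence ratio over time as area under calcium response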
TRPC6 inh – blocks the mouse TRPC6 cation channel; Q61143; HEK293-TRPC6, membrane potential dye, ACh-evoked depolarization; stronger effect = lower value; B-score at 10 µM; 310,000 compounds, 1.1% hits; AID 2553;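 active = B-score under library mean minus 3 SD, initial fluorescence not abnormally high, positive integrated signal ratio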;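 note: B-score derived from integrated fluorescence ratio over the kinetic read; more negative B-score means stronger inhibition of depolarization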
SKKanGAS inh – SKKanGAS growth inhibition | S. pyogenes SKKanGAS, kanamycin growth, BacTiter-Glo, 6 h | inhibition, % at 7.5 µM | 300,000 compounds, 1.3% hits | AID 1662;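 active = mean replicate score, as percent of positive control median, at least 50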;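 note: strain carries kanamycin resistance gene driven by streptokinase promoter and grows in 40 µg/ml kanamycin; loss of luminescence reflects streptokinase promoter inhibition or plain growth inhibition; 0% = median of DMSO wells and 100% = positive control at its reference dose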
IEC-6 cytotox – IEC-6 cytotoxicity, counter-screen for KLF5 inhibitors; luminescence viability; inhibition, % at 5 µM; 290,000 compounds, 0.78% hits; in the data active = inhibition above about 22%;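 note: 0% = plate median of test compound wells and 100% = cytotoxic reference compound wells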
aSyn 5UTR inh – 5' untranslated region of α-synuclein, MLPCN primary screen | alpha-synuclein 5'UTR reporter, inhibitor activity | inhibition, % (tested at 7.5 µM) | 300,000 compounds, 0.82% hits; in the data active = inhibition above about 60%;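 note: H4 neuroglioblastoma cells stably carrying SNCA 5'UTR luciferase fusion; 0% = DMSO wells and 100% = positive control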
HIF activator – HIF pathway transcriptional activation. U2OS HRE-luciferase reporter, luminescence; normalized: DMSO 0%, desferrioxamine 100%. activation, % at 7.5 µM (by protocol). 300,000 compounds, 0.32% hits. AID 1910;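 active = mean activation of at least 10% of the iron chelator positive control signal, with at least half of replicates also reaching 10%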
TRPC4 inh – inhibitors of mouse TRPC4 channel. HEK293 TRPC4beta/mu-opioid, DAMGO-evoked Fluo4 calcium flux; stronger effect = lower value. Q9QUQ5. B-score at 10 µM. 300,000 compounds, 0.39% hits. AID 2247;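 active = B-score over 3 SD under the library average, no early fluorescence shift, positive overall ratio signal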
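Assay system: Stable TRPC4beta/mu-opioid receptor HEK293 cells | Reagent: DAMGO in two steps, submaximal then maximal | Compound dosing: Single concentration per test compound | Signal: Fluo4 Ca2+ flux fluorescence | Evaluation: Per-well B score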
TRPC6 act – mouse TRPC6 channel activation; 310,000 compounds, 0.13% hits; B-score at 10 µM; Q61143; HEK293-TRPC6 membrane potential dye fluorescence; stronger effect = higher value; AID 2550;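 active = B-score of the integrated fluorescence ratio above library mean plus 3 SD, and starting fluorescence ratio within library mean plus 5 SD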;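 note: higher score means more depolarization so channel activation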
TRPC4 agonist – activators of mouse TRPC4 channel | Q9QUQ5 | HEK293 TRPC4beta/mu-opioid, Fluo4 calcium fluorescence; stronger effect = higher value | B-score at 10 µM | 310,000 compounds, 0.49% hits | AID 2237;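 active = B-score above 5 SD of library B-scores, and initial fluorescence ratio not above library mean plus 5 SD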;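 note: positive B-score marks a calcium rise read as TRPC4 activation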
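Incubation: 45 min room-temperature Fluo4 loading, 110 s read / System: HEK293 cells stably co-expressing mouse TRPC4beta and mu-opioid receptor / Signal: Fluo4 fluorescence, kinetic / Control set: buffer (low) and maximal DAMGO (high) / Measure: integrated baseline-normalised fluorescence ratio, converted to per-well B score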
KLF5 inhibitor – kruppel-like factor 5 inhibition; AID 1700; DLD-1 KLF5 promoter-luciferase reporter, luminescence; inhibition, % at 5 µM; 290,000 compounds, 0.23% hits;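 active = inhibition above a per-plate limit of that plate's mean compound inhibition plus 3 SD, cut at about 60% in these data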;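 note: 0% = DMSO wells and 100% = LY294002 at 200 µM; higher means less KLF5 promoter-driven luciferase light; inactives centre near -14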
Active calls of the source: *; i = inactive; / = not tested or not shown.

Values run as follows: MrgX1 antag	TRPC4 potent	TRPC6 inh	SKKanGAS inh	IEC-6 cytotox	aSyn 5UTR inh	HIF activator	TRPC4 inh	TRPC6 act	TRPC4 agonist	KLF5 inhibitor
Cc1cc(Cl)c(O)c(-n2nc3ccccc3n2)c1
    i	i	i	-4	-2	-143	0.8	i	i	i	-2
Cc1c(C(=O)N(C)CCCCN2CCOCC2)oc2c(F)cccc12
    i	i	i	-2	0	-20	0.3	i	i	i	-5
O=C(O/N=C(\c1ccccc1)c1ccccn1)c1ccc(Cl)c(Cl)c1
    i	i	i	7	-10	19	-0.8	i	i	i	-35
COc1ccc(S(=O)(=O)N2CCCCCC2)cc1C(=O)N(C)CC(=O)Nc1ccc(F)cc1
    i	i	i	-11	/	4	-0.1	i	i	i	/
NC(=O)[C@H]1CC2(CC(c3cccc(NC(=O)[C@H]4CCC(=O)N4)c3)=NO2)CN1C(=O)CC(c1ccccc1)c1ccccc1 (stereo partly specified)
    i	i	i	10	/	5	-0.6	i	i	i	/
CCN(CC)c1ccc(C2C(C(=O)OC(C)C)C(=O)CC(C)(O)C2C(=O)OC(C)C)cc1 (stereo unspecified)
    i	i	i	2	-4	-7	-0.4	i	i	i	4
CCOc1cc(S(=O)(=O)N2CCC(C(N)=O)CC2)ccc1F
    i	i	i	2	1	9	-0.3	i	i	i	-15
O=c1nc(Nc2cccc(Cl)c2)oc2cc(Cl)oc(=O)c12
    i	i	i	8	-3	-21	0.0	i	i	i	-24
COc1ccc(/C=C/C(=O)NCC2COc3ccccc3O2)cc1OC (stereo unspecified)
    -7.1*	i	i	7	2	-8	0.1	i	i	i	-16
COc1cccc(N2CCN(C(=O)CN(c3cc(C)cc(C)c3)S(=O)(=O)c3c(C)noc3C)CC2)c1
    i	i	i	2	-3	2	-0.9	i	i	i	-2
O=C(Cc1ccc(Br)cc1)N1CCN(c2ccccn2)CC1
    i	i	i	0	3	-74	0.8	i	i	i	-21
COc1ccc(CNC(=O)CSc2nnc(-c3ccc(NC(C)=O)cc3)n2C)cc1
    i	i	i	-2	1	-22	0.2	i	i	i	-7
CCCCC1CC(CSc2ncn[nH]2)OC1=O (stereo unspecified)
    i	i	i	-2	-1	-11	-0.2	i	i	i	-31
CCOC(=O)N1CCN(c2cc(N)c([N+](=O)[O-])cc2F)CC1
    i	i	i	3	-4	-2	-0.4	i	i	i	-11
COCc1ccc(C(=O)N2CCCC(Nc3ccc(C(C)C)cc3)C2)o1 (stereo unspecified)
    i	i	i	-5	-3	-3	0.2	i	i	i	-40
CN(C(=O)c1nn(C)c2c1CS(=O)(=O)c1ccccc1-2)c1cccc(Cl)c1
    i	i	-5.6*	2	8	27	-1.0	i	i	i	-26
CCOC(=O)C1CCN(C(=O)COC(=O)C2CCN(S(=O)(=O)c3ccc4c(c3)OCCO4)CC2)CC1
    i	i	i	20	/	2	0.5	i	i	i	/
CCCCc1nc2n[nH]c(N)c2c2c1CCCC2
    i	i	i	5	6	55	2.4	i	i	i	-25
Cc1cc(C)n2nc(-c3ccc(Br)cc3)cc2n1
    i	i	i	-8	6	-122	5.9	i	i	i	-149
Cc1ccc(NC(=O)CS(=O)CC(=O)Nc2ccc(N3CCOCC3)cc2)cc1Cl (stereo unspecified)
    i	i	i	2	2	14	-0.1	i	i	i	-27
Cc1c(OC(C)C(=O)NCc2ccncc2)ccc2c3c(c(=O)oc12)CCCC3 (stereo unspecified)
    i	i	i	-2	10	-1	-0.2	i	i	i	-9
O=C(O)C1C2C=CC(O2)C1C(=O)Nc1ccccc1C(F)(F)F (stereo unspecified)
    i	i	i	4	-2	6	-0.2	i	i	i	-35
O=C(CN1C(=O)C2CCCCC2C1=O)Nc1ccc(S(=O)(=O)Nc2ncccn2)cc1 (stereo unspecified)
    i	i	i	3	2	8	-0.1	i	i	i	33
Cc1cc(C)nc(N2CCCC(C(=O)Nc3ccc4c(c3)OCO4)C2)n1 (stereo unspecified)
    i	i	i	3	-3	10	0.0	i	i	i	-32
CCN(CC)S(=O)(=O)c1cccc(-c2nnc(SCc3ncc(-c4ccccc4)o3)n2C)c1
    i	i	i	0	-2	5	0.0	i	i	i	-25
CC(C)=CCN1CCN(Cc2c(C)nn(C)c2Cl)CC1CCO (stereo unspecified)
    i	i	i	1	4	16	-0.1	i	i	i	-23
COc1ccccc1CNc1n[nH]c(NCc2ccccc2OC)n1
    i	i	i	/	2	/	/	i	i	i	-28
CCCOCC(O)CCc1n[nH]c(=S)n1-c1ccccc1 (stereo unspecified)
    i	i	i	-14	2	2	0.1	i	i	i	-9
COc1cc2c(cc1OC)C(c1cccs1)N(C(=O)c1ccncc1)CC2 (stereo unspecified)
    i	i	i	5	3	-18	1.3	i	i	i	21
Cc1ccccc1CS(=O)(=O)CCC(=O)N1CCN(c2ccc(N3CCOCC3)nn2)CC1
    i	i	i	5	0	-1	-0.1	i	i	i	-16

Next section
Values run as follows: MrgX1 antag	TRPC4 potent	TRPC6 inh	SKKanGAS inh	IEC-6 cytotox	aSyn 5UTR inh	HIF activator	TRPC4 inh	TRPC6 act	TRPC4 agonist	KLF5 inhibitor
COc1ccc(NC(=O)CSc2nc(C3CC3)nc3ccccc23)c(OC)c1
    i	i	i	41	4	0	0.1	i	i	i	-7
O=C(Nc1nnc(-c2ccc(Br)cc2)o1)c1ccco1
    i	i	i	94*	/	-37	2.4	i	i	i	/
Cc1ccc(C(=O)N2CCN(c3ccc(NC(=O)c4cccnc4)cc3)CC2)cc1
    i	i	i	0	-2	13	-0.1	i	i	i	-8
CNCc1cn2cc(Cl)ccc2n1
    i	i	i	-4	4	7	-0.9	i	i	i	-17
O=C(CN1CCN(S(=O)(=O)c2ccccc2)CC1)Nc1ccc([N+](=O)[O-])cc1
    i	i	i	1	2	5	-0.5	i	i	i	-2
O=C(CCc1ccccc1)Nc1ccc(N2CCOCC2)cc1
    i	i	i	-8	-2	19	0.1	i	i	i	-25
Cc1nc(NCCOc2ccccc2)sc1C(=O)Nc1ccccc1
    i	i	i	4	0	-88	0.7	i	i	i	-85
O=C(CCN1C(=O)c2cccc3cccc(c23)C1=O)NCC1CCCO1 (stereo unspecified)
    i	i	i	9	-1	-17	-0.2	i	i	i	-12
O=C1c2ccccc2C(=O)N1C(CO)C(O)c1ccc([N+](=O)[O-])cc1 (stereo unspecified)
    i	i	i	0	1	-4	-0.1	i	i	i	-26
CC(=O)O[C@H]1CC[C@@]2(C)C(CCC3C2CC[C@]2(C)OC(=O)CCC32)C1 (stereo partly specified)
    i	10*	i	8	6	7	0.1	i	i	i	18
CCOC(=O)c1c(NCC2CCCO2)c2ccccc2[nH]c1=O (stereo unspecified)
    i	i	i	-4	-1	8	0.0	i	i	i	-10
CN1C=CC(=C2C(=O)c3ccccc3C2=O)C=C1
    /	i	i	2	9	14	-0.5	i	i	i	-122
O=C(Cc1ccccc1)Nc1ccc(N2CCOCC2)cc1N1CCOCC1
    i	i	i	-1	-6	27	-0.2	i	i	i	-9
C=CCS(=O)(=O)c1nc2ccccc2s1
    i	i	i	2	0	-22	-1.2	i	i	i	-8
COc1ccc(OC)c(S(=O)(=O)NC(C)CCc2ccccc2)c1 (stereo unspecified)
    i	i	i	-2	-1	17	-0.8	i	i	i	-25
CCOC(=O)C1=NN(c2ccccc2)C(=O)C1
    i	i	i	-12	-10	-5	-0.4	i	i	i	-11
CC(C)(C)C(=O)Nc1nc2cc3c(cc2s1)OCO3
    i	i	i	-2	-4	-144	2.3	i	i	i	-100
Nn1c(SCc2cccc(F)c2)nnc1-c1ccncc1
    i	i	i	5	-4	-8	0.2	i	i	i	-5
O=C(Nc1nncs1)c1c(F)c(F)c(F)c(F)c1F
    i	i	i	4	8	-31	-0.4	i	i	i	-29
O=C(Nc1ccccc1F)c1ccc(-c2cccc([N+](=O)[O-])c2)o1
    i	i	i	1	-4	-141	3.4	i	i	i	-100
Nc1nc(-c2ccccc2)cc(N2CCCCC2)n1
    i	i	i	3	82*	55	-0.6	i	i	i	61
CCOC(=O)C1CCN(C(=O)CCS(=O)(=O)c2ccc3c(c2)n(C)c(=O)c(=O)n3C)CC1
    i	i	i	-7	3	2	0.2	i	i	i	-23
CCc1ccc(NC(=O)C(=O)NCC(O)c2ccccc2)cc1 (stereo unspecified)
    i	i	i	4	-2	-12	0.3	i	i	i	-6
CC1(C)CC(=O)C2=C(C1)NC1=C(C(=O)c3ccccc31)C2c1ccc(Cl)cc1 (stereo unspecified)
    i	i	i	32	-4	7	-0.3	i	i	i	-26
COC(=O)NC(=S)N1CCOCC1
    i	i	i	10	-3	6	0.1	i	i	i	-7
CC(=O)N1N=C(c2cccc([N+](=O)[O-])c2)OC1c1cccc(Br)c1 (stereo unspecified)
    i	i	i	8	6	-12	-0.6	i	i	i	-5
S=c1[nH]ccn1-c1ccc(Cl)cc1
    i	i	i	1	-8	28	0.8	i	i	i	-7
CCN(CC(=O)Nc1c(C(=O)OC)[nH]c2ccc(C)cc12)c1ccc2c(c1)OCO2
    i	i	i	12	-6	24	-0.5	i	i	i	-8
CCC(C)(C)NC(=O)c1ccc2c(c1)OCCO2
    i	i	i	-4	7	-12	1.2	i	i	i	-31
CN1CCN(Cc2cc(=O)oc3cc4c(cc23)CCC4)CC1
    i	i	i	-6	3	-2	0.1	i	i	i	-38

(more compounds)
Values run as follows: MrgX1 antag	TRPC4 potent	TRPC6 inh	SKKanGAS inh	IEC-6 cytotox	aSyn 5UTR inh	HIF activator	TRPC4 inh	TRPC6 act	TRPC4 agonist	KLF5 inhibitor
Cc1cccc(C(=O)N(CCc2ccccc2)Cc2ccccc2)c1[N+](=O)[O-]
    i	i	i	34	2	11	0.8	i	i	i	-27
Cc1nn(CCO)c2ncc(C(=O)c3cc(Cl)ccc3O)cc12
    i	i	i	0	1	23	0.7	i	i	i	-12
CN=C(Nc1cc(Cl)ccc1Cl)SC1CC(=O)N(c2ccc(C(=O)OC)cc2)C1=O (stereo unspecified)
    i	i	i	52*	2	8	0.0	i	i	i	-20
CC1CCCN(C(=O)C2CCN(c3ncnc4c3nc3n4CCCCC3)CC2)C1 (stereo unspecified)
    i	i	i	-6	-1	12	-0.3	i	i	i	-59
CC(C)=C(NC(=O)c1ccccc1)C(=O)N/N=C/c1ccc(O)cc1
    i	i	i	-14	-2	-128	0.8	i	i	i	-10
